# HepG2 viability – qHTS for Inhibitors of TGF-b: Cytotox Counterscreen; Potency, µM (titrated, usually from 46.1 µM), inactives show top-dose activity change, negative = cytotoxicity, hits mostly cytotoxic; 0.76% of 410,000 active; HepG2 CAGA-GFP viability, ATP luminescence, 18 h; further: potency means the concentration at half of the fitted maximal effect; some results filed as inactive show a strong effect at the top dose
#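 HepG2 CAGA-GFP cells (1000/well, DMEM with 1% FBS) received compound, then TGF-beta at 500 pg/mL final, and were incubated 18 hours at 37 degrees C. Viability was read by CellTiter-Glo luminescence. Media-only wells were set as complete cell-killing and DMSO as no toxicity.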
# Akt phos inh – HTS Assay for Inhibitors of Akt Phophorylation: Primary Screen. Neuro2A IGF-stimulated pAkt S473 HTRF, 20 min; stronger effect = lower value. activity change, % for hits at 50 µM. 0.32% of 360,000 active. AID 651550, 2012; in the data active means activity change below about -80%; inconclusive means mostly about -51% to -80%; further: on the % scale 0 is the no-effect control and ±100 the full control effect
#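 Single-point screen (50 µM final compound) in Neuro2A cells stimulated 20 min with 6 nM IGF at 37 deg C. After lysis, Ser473-phosphorylated Akt read by HTRF (ex 330 nm, em 615/665 nm) as the 665/615 ratio.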
# A549 viability – Nrf2 qHTS screen for inhibitors: counterscreen for cytotoxicity; A549 ARE-Fluc cells, CellTiter-Fluor viability, 18-24 h; Potency, µM (doses to about 46 µM), inactives show at the top dose activity change, negative = cytotoxicity, actives largely listed as inhibitors; 0.16% of 390,000 active; AID 504648, 2011; further: potency means the concentration at half of the fitted maximal effect; on the % scale 0 is the no-effect control and ±100 the full control effect
#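 Cytotoxicity counterscreen: CellTiter-Fluor fluorescence was measured in A549 ARE_Fluc cells after 18-24 h of compound exposure in a concentration series. The subsequent BugLite luminescent read reports ARE-luciferase activity.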
# MmCpn inh – Inhibitors of TCP-1 ring complex (TRiC) of Methanococcus maripaludis (MmCpn): qHTS; AID 504842, 2011; purified Mm-Cpn ATPase, ADP Transcreener TR-FRET; Potency, µM (titrated, usually from 76.9 µM), for the others: at the top dose activity, negative = inhibition, usual class: inhibitors; Chaperonin Mm-Cpn (Methanococcus maripaludis); 0.031% of 330,000 active; further: potency means the concentration at half of the fitted maximal effect; on the % scale 0 is the no-effect control and ±100 the full control effect; nearly all actives have a fitted effect of over 80% in size
#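 Measured: ADP formation by purified Mm-CPN. Conditions: 25 nM protein, 10 uM ATP, Tris pH 7.4 with Mg2+, K+ and DTT, 37°C for 30 min. Detection: Transcreener HTRF after 30 min at room temperature.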
# Nrf2 inh – Nrf2 qHTS screen for inhibitors. AID 504444, 2011. Potency, µM (highest dose often 46 µM), for the others: at the top dose activity change, negative = inhibition, actives largely listed as inhibitors. A549 ARE-Fluc reporter, luciferase luminescence, 18-24 h. 2.1% of 360,000 active; further: potency means the concentration at half of the fitted maximal effect; on the % scale 0 is the no-effect control and ±100 the full control effect; nearly all actives have a fitted effect of over 60% in size
#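 Concentration-response testing used A549 ARE_Fluc cells at 5000 cells/well. Following an 18-24 h compound incubation, viability was read by fluorescence (Ex 405/Em 525) and luciferase output by luminescence.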
# Abeta yeast res – qHTS for compounds that reverse cellular toxicity of Amyloid beta (A-beta) peptide in yeast: Primary Screen; Potency, µM (doses to about 46.1 µM), inactives show top-dose growth rescue, actives largely listed as activators; 0.063% of 410,000 active; yeast expressing A-beta42, growth rescue, OD600, 48 h; response scale: 0% DMSO, 100% iron-clioquinol control; AID 1347071, 2019; further: potency means the concentration at half of the fitted maximal effect; nearly all actives have a fitted effect of over 55% in size
#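 Yeast growth medium received pinned compounds, then yeast cells expressing toxic A-beta were added; plates incubated at 30 C for 48 hr. Growth read as absorbance at 600 nm, normalized to DMSO and equimolar FeCl3 plus clioquinol controls.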
# TGFb inhibitor – qHTS for Inhibitors of TGF-b; HepG2 CAGA-GFP TGF-b/SMAD3 reporter, GFP fluorescence, 18 h; TGF-beta stimulated, 500 pg/mL final; 1.2% of 410,000 active; AID 588855, 2011; Potency, µM (series often up to 46.1 µM), inactives show at the highest dose activity, negative = inhibition, actives largely listed as inhibitors; further: potency means the concentration at half of the fitted maximal effect; on the % scale 0 is the no-effect control and ±100 the full control effect; nearly all actives have a fitted effect of over 65% in size
#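 Cell-based qHTS in HEPG2 carrying a CAGA-GFP Smad reporter; compounds added before 500 pg/mL final TGF-beta, 18 h incubation at 37 degrees C, GFP fluorescence quantified per cell by imaging cytometry.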
# CCT chaperon mod – High-Throughput Screening for Modulators of Cytosolic Chaperonin Activity; purified chaperonin ATPase assay, HTRF ADP detection, 30 min; 0.3% of 360,000 active; activity change, % (no concentration beside the values), hits read low; in the data active means activity change below about -30%; further: on the % scale 0 is the no-effect control and ±100 the full control effect
#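 Enzyme 40 or 20 nM (batch-dependent) in Tris pH 7.4/KCl/MgCl2/DTT; cpd 76 uM single point; ATP 10 uM; 30 min 37 °C; Transcreener ADP HTRF detection, 30 min RT; ratio 665/615.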
# Nrf2 ARE act – qHTS of Nrf2 Activators; 0.31% of 410,000 active; AREc32 ARE-luciferase reporter (MCF7-derived line), luminescence, 24 h; AID 624171, 2012; Potency, µM (titrated, usually from 46.1 µM), for the others: top-dose activation, most hits filed as activators; further: potency means the concentration at half of the fitted maximal effect; % of control where 0% means no effect; nearly all actives have a fitted effect of over 65% in size
#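 AREc32_Fluc, 1000 cells/well, OPTI-MEM + 5% FBS, o/n 37 deg C 5% CO2; 23 nL cpd by pin tool, 24 hr; Steady-Glo 30 min RT, luminescence.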
# Numbers without * were called inactive; i = inactive; ? = inconclusive; / = no result given; & = joins results of further samples; [ ] = another dose, or the depositor's remark. Unless noted, the call rests on the fitted dose curve; in most records, active means well fitted curve in the direction sought with a large enough effect; inconclusive means small, poorly fitted or top-dose-only effect, or another doubt; inactive means no such curve, though single readings can be large; an effect the other way counts as inactive or inconclusive.
SMILES,HepG2 viability,Akt phos inh,A549 viability,MmCpn inh,Nrf2 inh,Abeta yeast res,TGFb inhibitor,CCT chaperon mod,Nrf2 ARE act
Cc1ccc(S(=O)(=O)N(C)c2ccc(C(=O)NCC(c3ccccc3)N3CCCC3)cc2)cc1 (stereo not given),-55%,i,/,/,/,5%,?,-0.1,7.5%
COc1ccc(CN2CCCC(C(=O)N3CCCCC3)C2)cc1OC (stereo not given),-2%,i,2%,?,-13%,-7%,-19%,0.0,-1.1%
CC1Cc2ccccc2N1C(=O)CCS(=O)(=O)c1ccc2c(c1)NC(=O)CS2 (stereo not given),-3%,i,-2%,4%,9%,3%,0%,0.5,3.4%
O=C(COc1ccc2oc3c(c2c1)CCCC3)Nc1ccc(Cl)cc1,0%,/,7%,/,4%,-18%,43%[activator],/,0.5%
COC(=O)c1sccc1NC(=O)c1ccc(Br)s1,-19%,i,6%,?,?,0%,6%,-0.7,?
O=C(NC(=S)NCc1ccccc1)c1ccccc1[N+](=O)[O-],-7%,i,0%,3%,?,4%,4%,1.2,-0.2%
Cc1oc(-c2ccccc2)nc1Cn1c(SCc2cccc(C(F)(F)F)c2)nc2cccnc21,-83%,/,-23%,/,26µM*,19%,16µM*,/,-2.4%
Cc1nc2ccc(NC(=S)NCCCO)cc2nc1C,-2%,i,1%,-26%,?,1%,5%,1.6,3.9%
COc1ccc(C2C(C(C)=O)=C(C)N=c3s/c(=C\c4ccc5c(c4)OCO5)c(=O)n32)c(OC)c1 (stereo not given),-1%,i,-21%,/,-28%,18%,24%,-2.3,-0.3%
COC(=O)c1ccc(C(=O)OC)c(NC(=O)CN2CCN(c3ccccc3)CC2)c1,0%,/,-11%,0%,-28%,8%,0%,1.9,-0.2%
Cc1onc(C(=O)NC2CCCCC2)c1[N+](=O)[O-],-13%,i,2%,-9%,4%,-4%,-33%,-3.1,6.6%
COc1ccc(NC(=O)c2sc3ncnc(N4CCN(c5ccccn5)CC4)c3c2C)cc1Cl,6%,i,?,?,15µM*,-49%[inhibitor],?,0.1,-0.1%
CCOc1ccccc1NC(=O)c1ccc2c(c1)CCN2S(=O)(=O)c1ccc(C)cc1,0%,/,-1%,/,14%,0%,18%,/,2.2%
COC(C(=O)Nc1ccc(C(N)=O)cc1)c1ccccc1 (stereo not given),0%,i,-6%,-3%,8%,-3%,4%,1.4,0.1%
COc1ccc(C(=O)CSc2nnc3n2CCCN3C(=O)Nc2ccccc2)cc1,-12%,i,0%,-4%,-17%,?,0%,-0.7,-0.3%
Cc1c(N(C)C(=O)C23CC4CC(CC(C4)C2)C3)c(=O)n(-c2ccccc2)n1C,13%,i,2%,1%,17%,-5%,7%,-2.4,0.3%
Cc1cccc(C)c1OCC(=O)Nc1nnc(C2CCCO2)s1 (stereo not given),-1%,i,0%,1%,3%,8%,-2%,0.7,0.0%
O=C(Nc1ccccn1)c1cccnc1,0%,i,-1%,?,-15%,-5%,-6%,-3.9,2.3%
O=C(Nc1ccc2ccccc2c1)c1cccc([N+](=O)[O-])c1,-27%,i,-2%,1%,?,3%,0%,-4.2,22%
O=C(NCCc1ccccc1)C1Cc2c(-c3ccccc3)ccnc2O1 (stereo not given),-37%,i,/,/,/,-11%,0%,-2.5,2.1%[9.22 µM]
Cc1ccc(-c2c(CN3CCN(c4cccc(C(F)(F)F)c4)CC3)csc2C)cc1,-31%,/,-1%,/,8%,9%,?,/,0.0%
O=C(Nc1ccccc1Cl)N1CCN(c2ccc3nncn3n2)CC1,3%,i,-1%,1%,3%,-3%,-16%,0.8,-0.1%
CC1=NN(c2nc(-c3ccc(Cl)cc3)cs2)C(=O)C1,-10%,i,1%,0%,-5%,-4%,13%,-2.2,-0.2%
O=[N+]([O-])c1c(NCc2ccco2)ccc2nonc12,-33%,i,-6%,-4%,-1%,-4%,0%,0.3,25%
Cc1cc(C)nc(Sc2ncnc3sc4c(c23)CCC4)n1,0%,i,1%,-1%,-5%,2%,-8%,-0.2,13%
O=C(O)/C(=C/c1ccco1)NC(=O)c1ccccc1,2%,i,1%,0%,3%,22%,-3%,-0.1,-0.1%
COCCCNc1ccn2nc(-c3ccc(OCCN4CCOCC4)cc3)cc2n1,-11%,i,/,/,/,-17%,9%,-0.6,3.8%
O=C(CN(Cc1ccco1)C(=O)c1ccc(Cl)cc1)Nc1ccc(Cl)c(Cl)c1,10%,i,4%,0%,4%,-13%,6%,0.5,-0.8%
O=C(NCc1cccc(C(F)(F)F)c1)C1CC2Cn3c(nc4ccccc43)C2N1Cc1ccccc1 (stereo not given),-100%,i,-4%,/,-6%,1%,-13%,-0.6,-1.6%
COc1cc(CNc2ccc3[nH]c(=O)[nH]c3c2)ccc1OCc1ccccc1F,-2%&-31%,i,0%&-9%,-3%,6%&24%,9%&-12%,3%&-22%,-5.5,12%&8.2%
CCNC(=O)CN1C(=O)NC(CCc2ccccc2)C1=O (stereo not given),-41%,i,-2%,-3%,6%,11%,29%,0.1,0.2%
COc1ccc(CCNC(=S)NC(=O)c2c(-c3ccccc3Cl)noc2C)cc1OC,-3%,i,-4%,-17%,-24%,18%,-1%,-0.1,4.3%
CSc1ccc(/C=N/n2c(Cc3ccc(Br)cc3)n[nH]c2=S)cc1,-9%,i,6%,-4%,?,?,?,-3.0,4.0%
CCOC(=O)C1=C(C)N(C)C(=O)NC1c1c(C)nn(-c2ccc(C)cc2)c1Cl (stereo not given),-10%,i,-3%,0%,-27%,17%,1%,-1.9,0.8%
O=C(O)C(Cc1ccc(O)c([N+](=O)[O-])c1)N1C(=O)c2ccccc2C1=O (stereo not given),13%,i,-5%,/,4%,10%,?,-1.8,-0.3%
CCOc1ccc(/C=C\c2nc(O)c([N+](=O)[O-])c(=O)[nH]2)cc1OCC,8%,i,-3%,0%,10%,-4%,0%,-0.5,0.0%
COc1ccc(-n2nc([N+](=O)[O-])c(=NCCC3=CCCCC3)n2O)cc1,-20%,i,-21%,-1%,?,-38%[inhibitor],-12%,-3.1,5.9%
Cn1c(SCC(=O)NC2CC2)nnc1-c1cccc(NC(=O)c2ccccc2F)c1,0%,i,-2%,-1%,-7%,8%,-6%,-0.2,-0.6%
O=C(CSCc1c(F)cccc1Cl)NCc1ccco1,4%,i,-1%,1%,2%,8%,-1%,1.6,4.7%
CCc1ccccc1NC(=O)CSC1=C(C#N)C(c2ccc3c(c2)OCO3)C2=C(CCCC2=O)N1 (stereo not given),16%,/,-10%,?,?,21%,-18%,-7.6,3.3%
Cc1cc(C)c2cc(C#N)c(N3CCCC3)nc2c1,-60%,i,-5%,-3%,5%,-8%,1%,-5.2,2.8%
CCOC(=O)c1ccc(NC(=O)c2ccc(CN3CCOCC3)cc2)cc1,-13%,i,?,-3%,5.2µM*,15%,3%,-2.0,4.4%
Cc1ccc(C)c(NC(=O)C2CCCN(S(=O)(=O)c3cn(C)cn3)C2)c1 (stereo not given),11%,/,1%,/,/,-5%,0%,/,-0.2%
CN1CCN(c2ncc3c(n2)CC(c2ccccc2F)CC3=O)CC1 (stereo not given),6%,i,3%,-1%,2%,-4%,-20%,-5.7,2.2%
Cc1cccc(OP(=O)(Nc2c(C)n(C)n(-c3ccccc3)c2=O)Oc2cccc(C)c2)c1,-32%,i,-4%,2%,4%,11%,?,0.6,-0.2%
O=C(CCC(=O)N1CCOc2ccccc21)NCCCc1ccccc1,-5%,i,0%,2%,6%,21%,-11%,-1.3,-0.1%
COc1ccccc1C(=O)N1CCN(c2ccccn2)CC1,-5%,i,7%,-2%,-3%,13%,0%,-3.7,-0.5%
CC(=O)N1c2ccc(S(=O)(=O)NCC3CCC(C(=O)Nc4cc(C)ccn4)CC3)cc2CC1C (stereo not given),-13%,i,?,2%,23µM*,-3%,?,-1.8,-2.3%
O=C(C[n+]1ccccc1)Nc1ccccc1[N+](=O)[O-],-3%,i,0%,-2%,-5%,-3%,1%,-4.7,0.4%
Cc1ccc(NC(=O)CN2C(=O)c3ccccc3C2=O)c(C)c1,1%,i,-1%,1%,-3%,8%,6%,1.4,0.2%
COCCCn1c(Cc2csc(Nc3ccc(F)cc3)n2)nnc1SCC(N)=O,-7%,i,5%,0%,6%,4%,-20%,0.5,-0.9%
CSc1ccccc1NC(=O)CSc1cccc[n+]1[O-],-42%,i,1%,1%,-2%,-4%,8%,-3.0,0.9%

# Compound activity as filed in PubChem.
